# UTI89 phage lysis: inhibition of K1F phage lysis, E. coli UTI89, bacterial capsule biogenesis inhibitors, alamar blue (AID 488966); 340,000 tested, 0.02% active; E. coli UTI89 K1F phage lysis, alamar blue, 2 h; higher % means a stronger effect; one-dose inhibition, % at 100 µM; IC50 in µM for titrated hits;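 active = phage lysis inhibition, versus mean bacterial control, above a set limit; inconclusive = no clear call, values can overlap the other calls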;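 also: capsule biogenesis inhibitors block K1F phage lysis so surviving cells raise fluorescence; higher fluorescence means more inhibition of phage lysis; actives were called in the ten point dose series up to 300 µM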
# NS5 inhibitors: flavivirus cap methylation enzyme inhibition – biochemical, confirmation dose response, primary screen (AID 588689). Dengue-2 NS5 methyltransferase capping enzyme assay, biochemical; higher % means a stronger effect. inhibition, % at 25 µM, or IC50 in µM where a hit was titrated. 340,000 tested, 0.3% active; in the data active = a potency from the dose series; inconclusive = inhibition above about 29% without an active follow-up result
# Rac1 GTP hydrolysis: MgcRacGAP GTPase-activating activity inhibitors, confirmation, biochemical, ADP Hunter fluorescence; MgcRacGAP-stimulated Rac1 GTP hydrolysis, ADP Hunter fluorescence; higher % means a stronger effect; GST-tagged Rac1 F28L mutant substrate; inhibition, % at 30 µM, or IC50 in µM where a hit was titrated; 340,000 tested, 0.6% active; AID 624330;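 active = first-screen hits whose inhibition reached a set limit at any dose in the follow-up dose series; inconclusive = inhibition above the set first-screen limit but never retested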;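 also: fluorescence reports GDP produced by GAP-driven GTP hydrolysis; strong numbers were not always called active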
# RSV antiviral HEp-2: inhibition of RSV-induced cytopathic effect – HEp-2 cells, primary 10 µM value included (AID 2391). HEp-2 cells, RSV-induced CPE inhibition; higher % means a stronger effect. CPE inhibition, % at 10 µM, or IC50 in µM where a hit was titrated. 310,000 tested, 0.13% active; in the data active = a potency from the dose series; inconclusive = CPE inhibition mostly from about 23% at the one dose, without a potency; inactive = the rest, 99 in 100 with CPE inhibition below about 21%; also: strong numbers were not always called active
# T cell HTS: T cell immune modulation candidate; 2C CD8+ T cell-vesicle binding, flow cytometry; hits give low values; calls only at 7 µM; 330,000 tested, 0.068% active;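 active = response, share of CD8 T cells binding vesicles, and their 90th percentile fluorescence all below set limits, cut at about 80% in these data, passing the limit was not always enough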
#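 Assay system: 2C TCR transgenic mouse naive CD8+ T cells, MACS-purified | Read-out: CD8+ gate FL2 mean fluorescence as % of same-row positive control | Signal: High-throughput flow cytometry with anti-B7-1 and anti-CD8 staining | Timing: Binding step 1.5 h, 37 °C, antibody labelling 20 min, ice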
# West Nile virus CPE: West Nile virus antiviral activity, cell-based, CPE readout (AID 1621); West Nile virus-infected cells, CPE inhibition; higher % means a stronger effect; CPE inhibition, % at 10 µM; hits with a dose series show IC50 in µM; 290,000 tested, 0.02% active; in the data active = a potency from the dose series; inconclusive = CPE inhibition mostly from about 3.7% at the one dose, without a potency; inactive = the rest, 99 in 100 with CPE inhibition below about 2.2%; also: strong numbers were not always called active
# PhoP inhibition: inhibitors of PhoP regulon expression, primary screen, Salmonella Typhimurium, GFP reporter (AID 1863); S. Typhimurium PhoP-regulated promoter GFP reporter, 4 h; higher % means a stronger effect; 300,000 tested, 0.16% active; inhibition, % at 50 µM; hits with a dose series show IC50 in µM;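 active = inhibition over 29.93%, a cutoff 3 SD above the screen mean, later confirmed by dose response; inconclusive = inhibition over 29.93% but no dose response follow-up; inactive = inhibition at most 29.93% or unconfirmed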;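 also: 0% = low Mg2+ inducing control and 100% = high Mg2+ repressing control; strong numbers were not always called active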
# NTR1 agonist: agonists of NTR1, primary screen, imaging, U2OS cells, beta-arrestin-GFP, high content (AID 493036); NTR1-U2OS beta-arrestin-GFP spot imaging, agonist mode; P30989; activation, % at 20 µM; 330,000 tested, 0.17% active;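 active = activation at or above 40% of the spot to cytoplasm intensity ratio, with at least 20 cells analyzed; inconclusive = wells under 20 cells, flagged as cytotoxic or low count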;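 also: 0% = DMSO without peptide and 100% = 100 nM NTR1 peptide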
# Target sequence (P30989 whole entry, looked up): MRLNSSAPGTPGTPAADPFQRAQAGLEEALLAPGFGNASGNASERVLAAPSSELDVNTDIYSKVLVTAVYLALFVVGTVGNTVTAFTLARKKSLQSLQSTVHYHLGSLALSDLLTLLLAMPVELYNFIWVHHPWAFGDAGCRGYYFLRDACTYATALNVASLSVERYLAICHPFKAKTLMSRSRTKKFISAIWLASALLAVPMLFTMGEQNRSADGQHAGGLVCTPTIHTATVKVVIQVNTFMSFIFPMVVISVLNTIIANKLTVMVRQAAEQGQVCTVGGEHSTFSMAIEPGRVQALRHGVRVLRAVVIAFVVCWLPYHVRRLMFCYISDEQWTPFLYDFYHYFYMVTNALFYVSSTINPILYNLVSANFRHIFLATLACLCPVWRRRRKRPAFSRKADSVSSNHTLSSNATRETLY
# Large T inhibition: TAg ATPase/helicase activity blockers – biochemical (AID 1903) | SV40 large T antigen ATPase/helicase inhibition assay; higher % means a stronger effect | inhibition, % at 20 µM, or IC50 in µM where a hit was titrated | 310,000 tested, 0.39% active; in the data active = a potency from the dose series; inconclusive = inhibition mostly from about 32% at the one dose, without a potency; inactive = the rest, 99 in 100 with inhibition below about 32%; also: strong numbers were not always called active
# T cell HTS vesicle-bound %: second read-out of T cell HTS, no call of its own (marks repeat the call); double positive events, %; measured here: CD8+ vesicle-bound cell fraction;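 binding gate set so that unloaded-vesicle control wells show 10% double positive cells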
# NTR1 agonist cell count 20 µM: further read-out of NTR1 agonist, marked with its call; cell count; measured here: cell count, cytotoxicity flag
# * marks the source's active call; other numbers are inactive results; i = inactive; ? = inconclusive; . = not tested or not shown; [ ] = remark or other dose.
# Results follow in this order: UTI89 phage lysis	NS5 inhibitors	Rac1 GTP hydrolysis	RSV antiviral HEp-2	T cell HTS	T cell HTS vesicle-bound %	West Nile virus CPE	PhoP inhibition	NTR1 agonist	NTR1 agonist cell count 20 µM	Large T inhibition
> O=C1OC(OC2CCCCC2)(c2ccccc2)c2ccccc21 (stereo not given)
  0.1%	-4%	4%	1.3%	.	.	1.3%	-5%	12	65	16%
> CSCCCN1CC[C@@H](N2CCN(c3ccccc3F)CC2)[C@H](O)C1
  -1.4%	-18%	-6%	-0.5%	i	41	-0.4%	-4%	0.1	80	0%
> Cc1cc(C)n2nc(SCC(=O)N3CCc4ccccc43)nc2n1
  -11%	-4%	1%	2.0%	i	32	-0.2%	-10%	-0.9	51	10%
> Cc1ccc(NC(=O)C23CCC(C)(C(=O)[C@H]2Br)C3(C)C)cc1 (stereo not given in full)
  0.5%	-3%	10%	.	i	50	0.7%	-6%	0.2	55	0%
> CCN1CCN(C(=O)c2ccc(Cl)c(S(=O)(=O)N3CCOCC3)c2)CC1
  0.1%	-3%	12%	1.1%	.	.	-0.5%	-16%	0.0	61	9%
> O=C(COC(=O)c1ccc(Cl)c(S(=O)(=O)N2CCCC2)c1)NC1CCCCC1
  5.1%	12%	7%	2.9%	i	31	0.0%	3%	-0.4	84	8%
> CN(C)/N=C/c1ccc(N2CCOCC2)cc1
  0.6%	-7%	51µM*	-1.3%	i	24	0.2%	1%	2.1	54	16%
> CCC(C)C(NC(N)=O)C(=O)NC1CCC(C)CC1 (stereo not given)
  .	.	.	1.0%	i	59	-0.1%	5%	0.0	65	4%
> Cc1ccc(S(=O)(=O)N2CCC(=O)N(C(COCc3ccc(Cl)cc3Cl)Cc3ccccc3)CC2)cc1 (stereo not given)
  1.2%	-4%	13%	7.9%	i	25	-0.7%	2%	5.7	87	17%
> Cc1cccc(C(=O)Nc2c3c(nn2C(C)(C)C)CS(=O)(=O)C3)c1
  -3.0%	-2%	6%	3.2%	i	11	-0.2%	0%	0.2	54	4%
> CCOC(=O)CN1CC23C=CC(O2)C(C(=O)Nc2ccc(OCC)cc2)C3C1=O (stereo not given)
  0.3%	0%	4%	2.4%	i	50	1.0%	-7%	-4.5	60	3%
> COc1ccc(NC(=O)C2CCCCN2N)cc1OC (stereo not given)
  0.0%	4%	3%	1.5%	i	49	0.2%	4%	-0.9	57	7%
> COCCNC(=O)CCc1nnc2ccc(N3CCC(C)CC3)nn12
  0.0%	-2%	12%	-3.4%	i	31	0.1%	-7%	0.1	93	10%
> Cc1ccc(C(C(=O)NC2CCCCC2)N(Cc2cccnc2)C(=O)C2COc3ccccc3O2)o1 (stereo not given)
  0.1%	-8%	1%	0.7%	i	17	-0.3%	-12%	2.6	52	4%
> O=C(NCc1ccccn1)C1CCC(=O)N1C1CCCCC1 (stereo not given)
  -0.2%	1%	3%	0.8%	i	44	1.0%	5%	-3.1	94	1%
> O=C(CN1C(=O)CCSc2ccc(S(=O)(=O)N3CCOCC3)cc21)Nc1cccc(F)c1
  0.2%	-12%	9%	1.1%	i	8	-0.4%	-8%	1.6	64	11%
> Cc1nn(C(C)C(=O)NC2CC2)c(=O)c2nn(-c3ccccc3)c(C)c12 (stereo not given)
  0.1%	10%	1%	.	i	22	-0.1%	5%	2.3	69	-2%
> CN(c1ccccc1)S(=O)(=O)c1cccc(NC(=O)c2ccc(=O)[nH]n2)c1
  0.7%[50 µM]	1%	5%	.	i	34	.	.	-1.8	49	.
> CCN(C1CCS(=O)(=O)C1)S(=O)(=O)c1cccs1 (stereo not given)
  0.3%	-1%	11%	0.9%	i	20	0.0%	-10%	1.2	45	7%
> CCN(CC)CCN(C(=O)c1ccc2c(c1)OCCO2)c1nc2c(Cl)cccc2s1
  0.1%	-6%	1%	-0.3%	i	69	0.0%	5%	2.5	62	1%
> Cc1cc(C(=O)NC2CCCN(Cc3ccccc3F)C2)n[nH]1 (stereo not given)
  0.2%	-2%	3%	1.8%	i	21	-1.0%	0%	1.4	57	15%
> O=C(CSC1=NS(=O)(=O)c2ccccc2N1)NCCc1ccccc1
  0.7%[50 µM]	-3%	5%	0.3%	i	55	.	7%	1.5	54	10%
> CCN(C(=O)c1ccc(S(=O)(=O)N2CCCC2)cc1)C1CCS(=O)(=O)C1 (stereo not given)
  1.4%[50 µM]	5%	5%	-2.3%	i	23	.	-8%	1.1	70	15%
> Cc1cc2cc(CNC(=O)Cc3ccc([N+](=O)[O-])cc3)ccc2n1C
  0.3%	?	13%	1.0%	i	30	-0.1%	2%	0.0	35	-3%
> CCCN(CCO)Cc1cccc(Oc2ccccc2)c1
  0.3%	-3%	8%	-0.2%	i	34	-0.4%	3%	19	94	7%
> CCCCCCn1c2c(c(=N)c3c1CCC3)CCC2
  3.7%	-4%	3%	6.6%	i	11	0.3%	13%	5.4	56	3%
> CCSc1nc(C2CC2)cc(-c2cccs2)c1C#N
  0.2%	0%	5%	20%	i	43	0.0%	34%	10	54	-4%
> N#C/C=C(/N)c1ccc(Br)cc1
  -0.1%	-10%	2%	3.4%	i	54	-0.2%	32%	-0.1	52	11%
> CC(C)(C)C(=O)NNC(=O)c1cc(C(C)(C)C)nn1Cc1ccccc1
  -0.7%	-2%	6%	.	i	30	-0.4%	-15%	0.9	43	19%
> CNC(=O)C(=O)N/N=C/c1ccc(Br)cc1
  -0.1%	-6%	8%	1.4%	i	8	-0.2%	-8%	1.2	34	7%

# Results in Rac1 GTP hydrolysis and Large T inhibition, for some of the entries so far:
SMILES,Rac1 GTP hydrolysis,Large T inhibition
CCCN(CCO)Cc1cccc(Oc2ccccc2)c1,8%,7%
CCCCCCn1c2c(c(=N)c3c1CCC3)CCC2,3%,3%

# (listing goes on)
# Results follow in this order: UTI89 phage lysis	NS5 inhibitors	Rac1 GTP hydrolysis	RSV antiviral HEp-2	T cell HTS	T cell HTS vesicle-bound %	West Nile virus CPE	PhoP inhibition	NTR1 agonist	NTR1 agonist cell count 20 µM	Large T inhibition
> COc1ccc(-c2nnc(NC(=O)CSc3ccc(C)cc3)s2)cc1OC
  2.0%	-1%	0%	1.1%	i	34	-0.1%	-15%	1.7	46	8%
> Cc1cc(C)c2cc(C(c3nnnn3CC3CCCO3)N3CCN4CCCC4C3)c(=O)[nH]c2c1 (stereo not given)
  -0.4%	1%	18%	0.4%	i	67	0.2%	-12%	0.0	45	8%
> CCOC(=O)c1c(NC(=O)C(NCCN(C)C)c2ccccc2)sc2c1CCCC2 (stereo not given)
  -0.1%	4%	7%	5.8%	i	43	-1.6%	5%	8.2	67	7%
> CCOc1ccccc1Nc1ccc(C(=O)O)cc1[N+](=O)[O-]
  0.3%	2%	5%	0.7%	i	42	0.3%	-5%	-0.4	65	2%
> Cn1c(=O)c(=O)n(C)c2cc(N3CCCC3)c(NS(=O)(=O)c3ccc(Cl)cc3)cc21
  -0.3%	0%	10%	5.3%	i	11	0.9%	3%	0.3	64	26%
> CC(C)C(NC(=O)OCc1ccccc1)C(=O)NCC(=O)OC(C)(C)C (stereo not given)
  0.2%	-2%	9%	0.7%	i	10	0.4%	-1%	0.7	56	19%
> CCNC(=S)NC1CC2CCCC(C1)N2Cc1ccco1 (stereo not given)
  0.4%	-5%	6%	-0.3%	i	62	0.5%	1%	-0.5	40	12%
> CCCN1C(=O)c2cc(C(=O)Nc3ccccc3OC)ccc2C1Nc1ccccc1OC (stereo not given)
  0.2%	3%	-10%	1.7%	i	57	-0.1%	.	5.0	49	11%
> OCC#Cc1ncc(C(F)(F)F)cc1Cl
  0.5%	5%	2%	4.3%	i	28	-0.9%	-5%	0.6	57	13%
> Cc1cc(C)n(-c2ccc(C(=O)OCC(=O)NC(c3ccccc3)c3ccccc3)cc2)n1
  -0.6%	-9%	3%	0.9%	i	48	-0.6%	-5%	12	61	4%
> COc1ccc(N2CCCn3c2nc2c3c(=O)n(CCc3ccccc3)c(=O)n2C)cc1
  0.3%	-2%	8%	0.2%	i	30	0.4%	.	4.3	42	.
> CC(C(=O)O)N1C(=O)CSC1=S (stereo not given)
  1.9%	.	8%	1.5%	i	54	0.9%	-12%	-0.9	47	5%
> CCC(Sc1nc2ncccc2[nH]1)C(=O)NC1CCCC1 (stereo not given)
  -3.3%	-5%	-1%	-0.3%	i	34	-0.5%	.	-2.2	58	.
> CCNC(=O)/C(=C\C=C\c1ccccc1)NC(=O)c1ccc(Br)o1
  8.8%	-3%	2%	0.2%	i	27	-0.8%	-12%	0.8	52	9%
> COc1cc2cnc(-c3ccccc3F)cc2cc1OC
  2.8%	0%	1%	.	i	19	.	.	5.5	61	.
> CCCCCCCCCCS(=O)(=O)N/N=C/c1ccccc1OC
  -0.9%	.	3%	8.4%	i	42	0.1%	-5%	11	14	5%
> CCOC(=O)NC(NC(=S)Nc1ccc(OC)cc1)C(Cl)(Cl)Cl (stereo not given)
  0.1%	-5%	11%	2.6%	i	62	-0.8%	-5%	-1.1	93	10%
> COc1cccc(N2C(=O)CC(N3CCc4ccccc43)C2=O)c1 (stereo not given)
  0.4%	-5%	9%	2.1%	i	25	0.3%	2%	1.1	83	7%
> CCCCn1c(=O)[nH]c(=O)c2c1nc(-c1ccccn1)n2CC
  0.4%	8%	7%	1.1%	i	31	0.0%	-7%	0.4	44	9%
> O=c1cc(/C=C/c2c(F)cccc2Cl)[nH]c2ccccc12
  3.6%	1%	5%	-0.8%	i	20	-1.0%	-10%	.	.	-4%
> Nc1nonc1C(=O)NCCNc1ccc([N+](=O)[O-])cn1
  0.5%	-5%	12%	-2.1%	i	58	-0.5%	0%	-0.8	78	5%
> COc1ccc(N(CC(=O)Nc2ccccc2SC)S(C)(=O)=O)cc1OC
  0.0%	3%	5%	4.0%	i	20	-0.5%	22%	-1.0	82	7%
> CC(C)(C)c1ccc(C(=O)Nc2ccc(CN3CCS(=O)(=O)CC3)cc2)cc1
  0.6%	7%	15%	-1.8%	i	35	0.0%	-7%	2.1	36	12%
> Cc1sc(NC(=O)COc2ccccc2)c(C#N)c1-c1ccccc1
  1.8%	-4%	2%	7.5%	i	42	-0.3%	6%	8.1	41	2%

# Screening results from PubChem BioAssay.
